DUSP3 inh = VHR1 phosphatase inhibitors, primary screen, biochemical, colorimetric, HTS. Dual specificity protein phosphatase 3 (Homo sapiens), P51452. recombinant VHR phosphatase, colorimetric substrate read-out. inhibition, % at 20 µM. 50,000 compounds, 0.7% hits; in the data active = inhibition above about 60%; note: some results filed as inactive read as strong as hits
Target sequence (P51452 whole entry, looked up): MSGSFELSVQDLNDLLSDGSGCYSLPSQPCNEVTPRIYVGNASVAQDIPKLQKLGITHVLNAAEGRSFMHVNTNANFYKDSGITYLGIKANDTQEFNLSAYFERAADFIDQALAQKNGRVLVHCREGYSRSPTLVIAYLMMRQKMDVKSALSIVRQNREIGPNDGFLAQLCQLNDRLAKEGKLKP
* hit, by the source's call. Some of the compounds tested; rates above refer to the full screens.

SMILES	DUSP3 inh
Cc1ccc(CC2C(=O)N(c3cc(C)ccc3C)C(=O)C2C)cc1 (stereo not drawn)	-23
Cc1cc(C)nc(SCC(=O)N/N=C/c2cc([N+](=O)[O-])ccc2O)n1	-19
CCc1ccc(CNCc2ccc3c(c2)OCO3)cc1	4
Fc1ccc(-c2nnc(-c3ccc(F)cc3)o2)cc1	1
O=C(C(c1ccccc1)c1ccccc1)N1CCN(C2CCN(Cc3ccccc3)CC2)CC1	0
COc1ccccc1-c1coc2cc(OCc3ccccc3)ccc2c1=O	1
CCN1C(=O)/C(=C2\SC(=O)N(Cc3ccccc3)C2=O)c2ccccc21	0
COc1cccc(NC(=O)c2c(Cl)cccc2Cl)c1	10
CCC(C)NC(=O)CN(c1ccc(OC)cc1OC)S(=O)(=O)c1ccc(C)cc1 (stereo not drawn)	-2
Cc1csc(NC(=O)c2ccc(Cl)cc2[N+](=O)[O-])n1	22
COc1cc(NC(=O)c2cccc(Br)c2)cc(OC)c1	-11
O=C(/C=C/c1ccccc1)N1CCN(c2ccc(Cl)cc2)CC1	-25
COc1ccc(/C=C2/SC(=S)N(Cc3ccccc3)C2=O)cc1OC	-7
COc1ccc(C2CC(c3ccc([N+](=O)[O-])cc3)=NN2)cc1 (stereo not drawn)	7
O=C1C2ON(c3ccccc3)C(c3ccc(Br)cc3)C2C(=O)N1c1ccccc1C(F)(F)F (stereo not drawn)	-12
NC(=O)c1ccccc1NC(=O)c1ccccc1C(=O)O	4
Cc1cc(C)nc(SCC(=O)NN=C2CCCCCC2)n1	-38
Cc1onc(-c2ccccc2Cl)c1C(=O)Nc1sc(C)c(C)c1C#N	-33
C=C(C)Cn1c(SCC(=O)c2ccc(OC)cc2)nnc1-c1ccc(Br)cc1	-2
BrC(/C=N\N1CCN(c2ccccc2)CC1)=C\c1ccccc1	9
CCOc1cc(C(=O)Nc2ncccc2C)cc(OCC)c1OCC	-11
O=C(Nc1ccccc1C(=O)O)c1cccc(N2C(=O)c3cccc([N+](=O)[O-])c3C2=O)c1	2
COc1ccc(NC(=O)c2cnn3c2NC(c2ccc(F)cc2)CC3C(F)(F)F)c(OC)c1 (stereo not drawn)	-6
CCOc1c(Br)cc(/C=C2\C(=O)NC(=O)N(c3ccc(OC)cc3)C2=O)cc1OC	-2
O=C(COc1ccc([N+](=O)[O-])cc1)Nc1ccc(OC(F)(F)F)cc1	0

Next part
SMILES	DUSP3 inh
O=C(NC1CCCC1)c1ccc(CN(c2ccccn2)S(=O)(=O)c2ccccc2)cc1	-24
COc1ccc(/C=C2\C(=O)NC(=O)N(c3cc(C)cc(C)c3)C2=O)c(OC)c1	-13
Clc1cccc(OCCCCn2ccnc2)c1	2
O=C(/C=C/c1ccccc1)Nc1ccc2c(c1)OCCO2	-9
O=C(/C=C/c1ccccc1)NCCSCc1ccccc1Cl	-51
O=C(/C=C/c1ccco1)NCCCNC(=O)/C=C/c1ccco1	6
COc1cc(C(=O)NC(NC(=S)Nc2ccccc2)C(Cl)(Cl)Cl)cc(OC)c1OC (stereo not drawn)	-4
CCOC(=O)C(CCOc1ccc(Cl)cc1C)C(=O)OCC	-2
COc1cc([N+](=O)[O-])ccc1-c1ccc(/C=C2\C(=O)NC(=O)N(c3ccccc3)C2=O)o1	16
NC(=S)N/N=C/c1ccc(-c2ccc(Cl)c(Cl)c2)o1	-1
Cc1cc(Cl)ccc1N(CC(=O)NCc1cccnc1)S(=O)(=O)c1ccccc1	12
CCOC(=O)c1[nH]c(=O)[nH]c1CSc1nc2ccccc2o1	-2
Cn1c2ccccc2c2cc(C3Nc4ccccc4C(=O)N3Cc3ccccc3)ccc21 (stereo not drawn)	-12
O=C(NN1C(=O)/C(=C/c2cccc3ccccc23)SC1=S)c1cccc(O)c1	-12
O=C(Nc1ccc(-c2nc3ccccc3o2)c(O)c1)c1cc(I)ccc1Cl	-8
O=C(O)CCCCCN1C(=O)C(=O)/C(=C(/O)c2ccccc2)C1c1ccc(F)cc1 (stereo not drawn)	-6
Cc1cc(OCC(=O)Nc2cc(Cl)ccc2Cl)ccc1Br	-21
O=C1CC(Sc2nc3ccccc3s2)C(=O)N1c1cc(Cl)ccc1Cl (stereo not drawn)	3
CC(=O)C1=C(O)C(=O)N(CCN2CCNCC2)C1c1ccc(F)cc1 (stereo not drawn)	-14
C=CCn1c(C)c(/C=C(/C#N)C(=O)Nc2ccc(OC)cc2)c2ccccc21	7
CC1C(c2ccccc2)=[N+]([O-])C(C)(c2cccs2)N1O (stereo not drawn)	-22
CC1C(c2ccccc2)N(C)C(c2ccccc2)C(C)C1(O)Cc1ccccc1 (stereo not drawn)	10
CCC12CN3CC(CC)(CN(C1)C3c1ccc(OC)cc1)C2=O (stereo not drawn)	-18
COc1cc(/C=C2/SC(=S)N(c3ccccc3)C2=O)ccc1OC(=O)c1ccc(Cl)cc1	19
O=C(/C=C/c1ccc(OCc2ccccc2)cc1)c1cccs1	-8

The results go on.
SMILES	DUSP3 inh
COc1ccc(CCn2c(O)c(/C=C3/C=c4ccccc4=NC3=O)sc2=S)cc1OC	-4
CCOC(=O)C1=C(C)NC2=C(C(=O)c3ccccc32)C1c1ccc([N+](=O)[O-])cc1 (stereo not drawn)	-1
CC1(C)CC(=O)C=C(Nc2ccc(F)c(F)c2)C1	-21
O=S(=O)(NCc1ccncc1)c1cc(Cl)ccc1Cl	-10
COc1cc(C(c2c(C)[nH]c3ccccc23)c2c(C)[nH]c3ccccc23)ccc1O	-10
CC(C)(C)c1cnnn1-c1ccc(N)cc1	-1
COc1ccc(/C=N\Nc2nc(-c3ccccc3)cc(-c3ccccc3)n2)cc1OC	-2
Cc1ccc(S(=O)(=O)N(CC(O)CN2CCCCC2)c2cccc(C)c2)cc1 (stereo not drawn)	-17
CC1=C(C#N)c2nc(N)c(C#N)c(C)c2/C1=C\c1ccco1	6
Cc1nnc(SCC(=O)Nc2sc3c(c2C#N)CCCC3)[nH]c1=O	10
O=C(COc1ccc(Cl)cc1Cl)N1CCN(c2ccccc2)CC1	0
Cc1c(C=O)cc2c(c1C)OC1(C=C2)N(C)c2ccccc2C1(C)C (stereo not drawn)	0
O=C(CSc1nnc(-c2ccc(Br)cc2)o1)NC1CCCCC1	-22
Fc1cccc(Cl)c1CSc1nc2ccccc2[nH]1	-17
CCC(Oc1ccccc1)C(=O)N1CCN(c2ccc(Cl)cc2)CC1 (stereo not drawn)	-21
COc1ccc([N+](=O)[O-])cc1/C=C1/C(=O)NC(=O)N(c2ccc(C(C)C)cc2)C1=O	25
C(=Nc1ccccc1-c1nc2ccccc2[nH]1)c1ccco1	-8
COC(=O)c1ccc(OCC(O)Cn2nc(C)cc2C)cc1 (stereo not drawn)	-3
Cc1ccccc1C(=O)Nc1cccc(NC(=O)COc2ccccc2Cl)c1	-7
O=S1(=O)CCC(NC(=S)N/N=C/c2ccc(-c3cc(Cl)ccc3Cl)o2)C1 (stereo not drawn)	-26
Cc1cccc(NC(=O)COc2c(C)cc(C)cc2C)c1	3
CC(=O)Nc1ccc(S(=O)(=O)Nc2ccc(O)c3ccccc23)cc1	-13
CC(C)c1ccc(N=C2C(=O)Nc3ccc(Br)cc32)cc1	-7
Clc1cccc(Cl)c1OCCCCN1CCOCC1	7
O=C1c2ccccc2-c2ccc(S(=O)(=O)N3CCOCC3)cc21	-24

Structural class: the entries above containing a COOH group.
SMILES	DUSP3 inh
NC(=O)c1ccccc1NC(=O)c1ccccc1C(=O)O	4
O=C(Nc1ccccc1C(=O)O)c1cccc(N2C(=O)c3cccc([N+](=O)[O-])c3C2=O)c1	2
O=C(O)CCCCCN1C(=O)C(=O)/C(=C(/O)c2ccccc2)C1c1ccc(F)cc1 (stereo not drawn)	-6

Three entries out of the list, arranged by length of the SMILES, highest first:
SMILES	DUSP3 inh
COc1cc(C(c2c(C)[nH]c3ccccc23)c2c(C)[nH]c3ccccc23)ccc1O	-10
Cc1nnc(SCC(=O)Nc2sc3c(c2C#N)CCCC3)[nH]c1=O	10
CCC(Oc1ccccc1)C(=O)N1CCN(c2ccc(Cl)cc2)CC1 (stereo not drawn)	-21

Continuation:
SMILES	DUSP3 inh
O=C(/C=C\Nc1ccc2[nH]ncc2c1)c1ccc(Br)cc1	-6
CC(C)Oc1ccc(/C=N/NC(=O)C(=O)NC2CCCCC2)cc1	-20
COc1ccc(C2Nc3ccccc3C(=O)N2Cc2ccccc2)cc1COc1ccccc1F (stereo not drawn)	-2
O=C(c1ccc(Cl)cc1)N(Cc1ccccc1)c1cccc([N+](=O)[O-])c1	-15
COc1ccc(C(=O)N2CCN(Cc3cc(OC)c(O)c(OC)c3)CC2)cc1OC	-11
CCOC(=O)C1CCN(S(=O)(=O)c2ccc(-c3ccc([N+](=O)[O-])cc3)cc2)CC1	-7
COc1ccc(CC(=O)Nc2ccc(Br)c(C)c2)cc1OC	3
C=CCO/N=C(\CCC)C1=C(N2CCCC2)CC(C)(C)CC1=O	-8
O=C(Cc1ccccc1)c1ccc(O)cc1O	-31
COc1cccc(/C=C2\C(=O)NC(=O)N(c3ccccc3)C2=O)c1OC	-7
NC(=O)c1cc(NC(=O)c2cc3ccccc3cc2O)ccc1Cl	-29
CC(=O)Nc1ccc(S(=O)(=O)N2CCN(Cc3ccccc3)CC2)cc1	2
CCOC(=O)C1=C(C)N=c2s/c(=C\c3c[nH]c4ccccc34)c(=O)n2C1c1cccc(OC)c1 (stereo not drawn)	3
C/C(=N\NC(=O)COc1cccc(C)c1)c1ccc(Br)cc1	-10
CCOc1cccc(/C=C2/C(=O)NN(c3cc(Cl)cc(Cl)c3)C2=O)c1O	-8
COc1ccc(/C=C2\SC(=S)N(NC(=O)c3ccccc3Cl)C2=O)cc1	-7
Cc1ccc(C(=O)O/N=C(\N)c2ccc(Br)cc2)cc1[N+](=O)[O-]	-33
O=C(Nc1ccc(Cl)cc1)O/N=C/c1ccc([N+](=O)[O-])cc1	-3
COCCN(CCOC)Cc1c(C)[nH]c2ccccc2c1=O	4
COc1ccc(C2=NN(C(C)=O)C(c3ccc(OC)cc3)C2)cc1 (stereo not drawn)	-5
CC(C)=NNc1nnc2c(n1)[nH]c1ccccc12	-18
NNC(=O)C1(c2ccccc2)CCCC1	-9
O=c1[nH]c(=S)n(-c2ccccc2)c(O)c1/C=C1\C=Nc2ccccc21	24
N/C(=N\OC(=O)c1ccccc1I)c1ccc(Cl)cc1	-2
CCC(C(=O)Nc1ccc(Br)cc1)c1ccccc1 (stereo not drawn)	5

Taken from the results shown (4 entries):
SMILES	DUSP3 inh
NNC(=O)C1(c2ccccc2)CCCC1	-9
O=c1[nH]c(=S)n(-c2ccccc2)c(O)c1/C=C1\C=Nc2ccccc21	24
N/C(=N\OC(=O)c1ccccc1I)c1ccc(Cl)cc1	-2
CCC(C(=O)Nc1ccc(Br)cc1)c1ccccc1 (stereo not drawn)	5

Continuation:
SMILES	DUSP3 inh
COC(=O)C1=C(C)N(CC(C)C)C(=O)/C1=C\c1cc(OC)c(OC)c(OC)c1	-1
Cc1cc(C)cc(N2C(=O)NC(=O)/C(=C\c3cc(Br)ccc3OCC(=O)O)C2=O)c1	-14
NNC(=O)c1cc(-c2ccc3c4c(cccc24)CC3)n[nH]1	31
CCOC(=O)c1c(NC(=O)Oc2ccccc2)sc2c1CCC(C)C2 (stereo not drawn)	-7
FC(F)(F)c1cccc(-c2ccc(C(=S)N3CCOCC3)o2)c1	-15
NNC(=O)Cc1ccc(C(F)(F)F)cc1[N+](=O)[O-]	2
O=C(NCc1cccnc1)c1ccc(S(=O)(=O)N2CCOCC2)cc1	-14
COC(=O)c1cccc(NC(=O)C2COc3ccccc3O2)c1 (stereo not drawn)	-6
O=C(NCc1ccco1)c1ccc(S(=O)(=O)N2CCOCC2)cc1	19
Cc1ccc(N2NC(=O)/C(=C/c3cc([N+](=O)[O-])ccc3O)C2=O)cc1C	48
COc1ccccc1/C=N/N1CCN(Cc2cccc3ccccc23)CC1	-8
CC1C(=O)NN=C1C(=O)N/N=C/c1cccc(O)c1 (stereo not drawn)	1
CC(C)CC(NC(=O)OC(C)(C)C)C(=O)O (stereo not drawn)	-5
CC(=O)/C(=C/c1ccc(N(C)C)cc1)[N+](=O)[O-]	-2
O=C(CC(c1ccccc1)c1ccccc1)NCc1cccnc1	-22
Cc1ccc(/C=C/C(=O)Nc2nc3ccc(S(C)(=O)=O)cc3s2)cc1	-4
CC1=C(C(=O)OC(C)C)C(c2cccc(F)c2)C2=C(CCCC2=O)N1 (stereo not drawn)	-4
Cc1ccc(C(=O)Nc2ccc(NC(=O)c3ccco3)c(Cl)c2)cc1C	-40
CN(C)CCCNC(=O)c1ccc([N+](=O)[O-])cc1	3
Cc1ccc(NCCC(=O)c2cccs2)cc1	1
CCOc1ccc2cc(S(=O)(=O)n3ccnc3C)ccc2c1	-6
Cc1ccc(NC(=O)C2CC(=O)N(c3ccc(Cl)cc3)C2)cc1 (stereo not drawn)	-10
Cc1cc(C)c(NC(=O)COc2ccc(Br)c(C)c2)c(C)c1	-15
O=C(/C=C\Nc1ccc2c(c1)OCO2)c1cccs1	28
CCOc1ccc(/C=C2\C(=O)NC(=O)N(c3ccc(C)cc3)C2=O)cc1Cl	-20

(listing goes on)
SMILES	DUSP3 inh
O=Cc1cc(Br)ccc1OCc1ccccc1F	4
O=C(O)c1cccc(-c2ccc(/C=N/Nc3ccc([N+](=O)[O-])cn3)o2)c1	90*
CCOCCOC(=O)C1=C(C)NC2=C(C(=O)CCC2)C1c1cccc(Cl)c1 (stereo not drawn)	-22
Cc1cc(=O)oc2cc(OCC(=O)Nc3sc4c(c3C(N)=O)CCC4)ccc12	78*
COC(=O)c1ccccc1NC(=O)c1ccc(I)cc1	-5
COc1ccc(C2Nc3ccccc3C(=O)N2c2ccc(Cl)cc2)c(OC)c1 (stereo not drawn)	-11
O=C(COc1ccc(Cl)cc1)N(c1ccccc1)c1ccccc1	16
N/C(=N/N=C\c1cc(Br)ccc1O)c1ccccn1	-30

Bioassay records deposited in PubChem by Sanford-Burnham Center for Chemical Genomics.
